Screening data deposited in PubChem BioAssay by several laboratories.
ROMK mod: modulators of human ROMK potassium channel. B-score at 10 µM. P48048. hit rate 2% among 130,000. Tet-inducible ROMK, thallium flux fluorescence; actives lie on both sides;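 active means signal ratio slope over the read window, or its plate-corrected B-score, at least 3 SD from the plate mean, either direction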;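 further: B-score of the F/F0 ratio slope over 7 to 12 s after thallium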
Target sequence (P48048 whole entry, looked up): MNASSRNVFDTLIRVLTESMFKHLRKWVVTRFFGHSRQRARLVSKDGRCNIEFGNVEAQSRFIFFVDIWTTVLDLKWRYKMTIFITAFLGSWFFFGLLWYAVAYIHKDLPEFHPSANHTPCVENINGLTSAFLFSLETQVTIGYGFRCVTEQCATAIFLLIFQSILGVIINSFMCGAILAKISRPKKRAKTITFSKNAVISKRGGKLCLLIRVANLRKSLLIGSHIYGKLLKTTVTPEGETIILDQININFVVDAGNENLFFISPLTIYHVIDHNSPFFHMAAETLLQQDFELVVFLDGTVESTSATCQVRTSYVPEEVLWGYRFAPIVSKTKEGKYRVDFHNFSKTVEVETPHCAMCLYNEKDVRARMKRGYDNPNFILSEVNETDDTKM
STAT3 act: STAT3 signaling activation; U3A cells, IL-6 STAT3-luciferase reporter, luminescence; 100% = signal with IL-6 EC80 alone; activation (% of control), % at 5.6 µM; hit rate 0.91% among 190,000;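 active means activation above the screen-wide mean of compound activation plus 3 SD, cut at about 130% in these data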;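 further: 0% = background luminescence of wells with medium and substrate only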
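System – human U3A cells carrying STAT3-luciferase construct · Probe or stimulus – Interleukin-6, 33 ng/mL · Schedule – compound 1 h, then IL-6 6 h at 37 °C · Signal – luminescence from STAT3-driven luciferase reporter · Evaluation – percent of IL-6-only median luminescence · Benchmarks – IL-6-only high control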
APP 5UTR inh: APP translation inhibition; SH-SY5Y APP 5'UTR-luciferase reporter, luminescence; inhibition, % at 2 µM; hit rate 0.82% among 190,000;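 active means inhibition above a set limit, derived from the sample mean plus 3 SD, cut at about 45% in these data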; further: values of inactives mirror those of a sister screen read the other way
STAT1 inh: STAT1 signaling inhibition | NIH 3T3 STAT1-luciferase reporter, IFN-gamma, luminescence | inhibition, % at 5.5 µM | AID 920 | hit rate 0.35% among 200,000;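 active means inhibition above a set limit, the mean inhibition across all tested compounds plus 3 SD, cut at about 34% in these data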;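 further: 0% = IFN-gamma with DMSO and 100% = IFN-gamma with 300 µM nifuroxazide; values of inactives mirror those of a sister screen read the other way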
APP 5'UTR act: activates APP 5'UTR luciferase reporter; activation, % at 2 µM; SH-SY5Y APP 5'UTR luciferase reporter, luminescence; zero percent = DMSO vehicle wells; hit rate 1% among 190,000; AID 1276;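 active means activation above a set limit, based on mean plus 3 SD of controls, cut at about 140% in these data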; further: values of inactives mirror those of a sister screen read the other way
FLuc inh counter: counter-screen for luciferase assay inhibitors: firefly luciferase inhibition; P08659; ATPLite firefly luciferase biochemical luminescence, 10 min; inhibition, % at 10 µM; hit rate 1.5% among 200,000;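 active means inhibition above about 50% when tested at 10 µM, limit read from the data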
Target sequence (P08659 whole entry, looked up): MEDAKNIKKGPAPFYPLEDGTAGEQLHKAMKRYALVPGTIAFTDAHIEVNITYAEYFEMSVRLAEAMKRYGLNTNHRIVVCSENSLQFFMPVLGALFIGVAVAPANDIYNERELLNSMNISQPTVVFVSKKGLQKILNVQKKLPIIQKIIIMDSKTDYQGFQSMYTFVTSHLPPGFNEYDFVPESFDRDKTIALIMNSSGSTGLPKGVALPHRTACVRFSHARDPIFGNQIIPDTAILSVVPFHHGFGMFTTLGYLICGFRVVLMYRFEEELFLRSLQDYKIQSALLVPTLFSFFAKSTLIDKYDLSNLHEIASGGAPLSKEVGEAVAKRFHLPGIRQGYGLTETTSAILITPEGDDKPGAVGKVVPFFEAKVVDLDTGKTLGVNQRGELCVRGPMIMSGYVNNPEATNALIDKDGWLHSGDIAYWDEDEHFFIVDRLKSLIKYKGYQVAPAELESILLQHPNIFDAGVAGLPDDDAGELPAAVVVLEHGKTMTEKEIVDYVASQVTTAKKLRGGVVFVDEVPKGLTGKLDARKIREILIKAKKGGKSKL
STAT1 act: increases IFN-gamma driven STAT1 reporter signal | hit rate 2.6% among 200,000 | NIH 3T3 STAT1-luciferase reporter, luminescence; 100% = IFN-gamma alone, no compound | AID 932 | activation (% of control), % at 5.5 µM;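 active means activation above the screen-wide mean activation plus 3 SD, cut at about 130% in these data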;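 further: raw ratio to IFN-gamma control signal so 100% means no change and 0% no light; values of inactives mirror those of a sister screen read the other way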
NF-kB expr up: raises NF-kB expression in human neuronal cells; NF-kB reporter expression; hits give high values; fold change at 12.5 µM; hit rate 1.6% among 190,000; AID 1239; in the data active means fold change above about 3.3
FLuc act counter: firefly luciferase counter-screen for stimulation assays | ATPlite luciferase biochemical, luminescence, 10 min; 0 = ATP-free wells, 1 = DMSO control | activation factor at 10 µM | 200,000 tested, under 10 active | AID 1027;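 active means luciferase activation factor, scaled between plate controls, of at least 2 with compound at 10 µM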
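test system = cell-free luciferase reagent | medium = PBS as buffer for the ATP substrate | dosing = test compounds dosed from 2 mM stocks in 100% DMSO | incubation = 10 min at ambient temperature | detection = luminescence measurement of luciferase light output | benchmarks = low control with PBS replacing ATP, high control enzyme plus ATP without compound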
STAT3 inh: inhibitors of IL-6 induced STAT3 signaling; U3A cells, IL-6 STAT3-luciferase reporter, luminescence; host cell line lacks STAT1; inhibition, % at 5.5 µM; hit rate 0.89% among 190,000;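 active means inhibition above the mean inhibition across all screened compounds plus 3 SD, cut at about 44% in these data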;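 further: 0% = DMSO only wells and 100% = 100 µM nifuroxazide control wells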
Numbers without * were called inactive; x = no result given; & = joins results of further samples. No enrichment for hits, and some 7.1% of all compounds hit somewhere here.

SMILES	ROMK mod	STAT3 act	APP 5UTR inh	STAT1 inh	APP 5'UTR act	FLuc inh counter	STAT1 act	NF-kB expr up	FLuc act counter	STAT3 inh
COCCN(C(=O)CNC(=O)c1cccs1)C(C(=O)NC1CCCC1)c1cccs1 (configuration not stated)	x	95	-9	-4	9	-9	102	0.95	1.1	11
CC(C)C[C@H](NC(=O)c1nc[nH]c1C(=O)NC1CCN(C(=O)OC(C)(C)C)CC1)C(=O)OC(C)(C)C	x	x	-16	-4	16	-11	105	0.4	1.1	x
CSCCCNC(=S)Nc1ccc(N2CCOCC2)cc1N1CCOCC1	0.62	100	10	-7	-10	-9	104	1.1	1.1	7
CCOc1ccc(NC(=O)C2Cc3ccccc3CN2S(=O)(=O)CC)cc1 (configuration not stated)	-0.093	100	-30	-8	30	3	106	1.1	1	1
FC(F)(F)c1nc2ccccc2n2c(-c3ccc(Cl)cc3Cl)nnc12	x	96	5	-2	-5	-5	99	0.78	1.1	13
Clc1ccc(-c2cnc3n2CCC3)cc1	x	93	-15	-9	15	-8	108	1.2	1.1	13
COCc1cc(Sc2ccc(Cl)cc2Cl)nc(-c2ccccc2)n1	x	102	-19	2	19	-6	98	0.95	1.1	-2
CN(C)C(=O)c1cn(-c2ccccc2)nc1-c1cc2ccccc2o1	x	106	-4	-9	4	3	106	0.96	1	0
CN(C)S(=O)(=O)c1ccc2c(c1)nc(CCC(=O)Nc1ccc3c(c1)OCO3)n2C	x	98	5	-3	-5	4	102	1.1	1	5
COCCn1c(C)cc(C(=O)CSc2nc(C)cc(C)c2C#N)c1C	x	86	1	15	-1	3	87	0.75	1	21
COc1cccc(-n2ccnc2SCC(=O)Nc2cc(C)on2)c1	-0.74	100	-20	7	20	-2	92	0.85	1	7
Cc1nn(-c2ccccc2)c(C)c1/C=N/NC(=O)CSc1nnc(SCc2ccc(Cl)cc2)s1	x	110	-4	0	4	-2	100	0.98	1	-14
Cc1ccc(NC(=S)NNC(=O)CCn2cc(C)cn2)cc1	0.097	97	-3	-7	3	-6	106	1	1.1	9
CC(C)Cn1c(SCC(=O)N2CC(=O)Nc3ccccc32)nc2ccccc21	0.56	101	-46	9	46	-4	92	1.2	1	7
CN1C(=O)NC(c2ccccc2)(C(F)(F)F)S/C1=C(/C#N)c1nnc(N2CCOCC2)n1-c1ccccc1 (configuration not stated)	-0.018	106	6	13	-6	-7	88	1	1.1	-10
CCOc1ncccc1C(=O)Nc1ccc2c(C)cc(=O)oc2c1	x	97	-15	0	15	-4	102	0.94	1	10
CS(=O)(=O)c1ccc2nc(NC(=O)C3CCCO3)sc2c1 (configuration not stated)	0.6	99	-32	-29	32	-2	124	0.98	1	4
Cc1cccc(C)c1NC(=O)COC(=O)c1ccc2c(c1)OCO2	-0.14	100	7	0	-7	-10	102	1.1	1.1	5
O=C(C1CC1)N1CCN=C1SCc1ccccc1	x	97	10	-18	-10	-5	117	1.2	1	4
Cc1ccc([N+](=O)[O-])c(C)[n+]1C	1.1	84	9	-1	-9	-4	100	0.94	1	27
CCN(CC)CCNc1c2c(c(C#N)c3nc4ccccc4n13)CCCC2	0.18	107	3	6	-3	-5	94	1.8	1.1	-2
COc1cc(OC)c2c(O)c3c(c(-c4c5c(c(O)c6c(OC)cc(OC)cc46)CO[C@@H](C)[C@H]5O)c2c1)[C@H](O)[C@H](C)OC3	x	x	-2	3	2	-3	96	1.1	1	x
Cc1cc(C)n(-c2nnc(C)n2/N=C/c2ccccc2O)n1	-0.0094	93	-8	-7	8	-3	107	1.1	1	9
COc1cccc(OC)c1C(=O)Nc1ccc(Cc2ccncc2)cc1	0.051	87	-12	8	12	-1	93	1.1	1	16
O=C(O)CSc1nc(-c2ccccc2)cc(=O)[nH]1	0.16	94	3	2	-3	-8	98	1.2	1.1	6

Next section
SMILES	ROMK mod	STAT3 act	APP 5UTR inh	STAT1 inh	APP 5'UTR act	FLuc inh counter	STAT1 act	NF-kB expr up	FLuc act counter	STAT3 inh
COC(=O)c1cccc(NC(=O)CSc2nnc(COc3cccc(C)c3)n2C)c1	x	98	2	0	-1	-5	100	0.97	1.1	7
Cc1ccccc1NC(=O)/C(=C\c1cccs1)NC(=O)c1ccco1	x	91	8	2	-8	0	98	0.83	1	17
Oc1ccccc1-c1cc(-c2ccccc2)no1	0.59	162*	-255	-9	255*	51*	108	12*	0.5	-63
CC(Sc1nncn1C)C(=O)Nc1nnc(C(C)C)s1 (configuration not stated)	x	101	-25	-14	25	-8	110	1.2	1.1	-2
Oc1ccc(Br)cc1C=Nc1ccc2c3c(cccc13)CC2	-0.067	111	2	9	-2	4	92	0.95	1	-13
COc1ccc(S(=O)(=O)N(CC(=O)O)c2ccccn2)cc1	1.4	101	6	0	-6	-5	100	1.2	1	4
Cc1ccccc1CSCCC(=O)NCCC1=CCCCC1	-0.43	101	14	6	-14	-4	95	1.2	1	-2
COc1cc(S(=O)(=O)Nc2ccc(C)cc2)ccc1N=Cc1c(C)[nH]n(-c2ccccc2)c1=O	0.74	109	10	10	-10	6	91	0.64	0.9	-14
CCSc1sccc1C1C(C#N)=C(N)N(c2cccnc2)C2=C1C(=O)CCC2 (configuration not stated)	x	102	-18	9	18	-6	92	2.3	1.1	0
CN(C(=O)COC(=O)/C=C/c1ccc(S(=O)(=O)N2CCc3ccccc32)cc1)C1CCS(=O)(=O)C1 (configuration not stated)	0.19	103	-11	2	11	-4	97	0.96	1	4
COc1ccc2c(C)cc3nncn3c2c1	0.47	87	-17	5	17	0	94	0.93	1	18
Cc1cc(C)n(-c2ccc(F)cc2)c(=O)c1C(=O)O	x	103	-11	-5	11	-3	104	0.98	1	1
COC(=O)C1=C(COc2ccccc2)NC(=O)NC1c1ccc(Br)cc1 (configuration not stated)	-0.026	102	-15	0	15	1	100	0.86	1	-5
Clc1ccc(Cn2ncc3c(NCc4ccco4)ncnc32)c(Cl)c1	0.029	96	9	-7	-9	-1	107	0.79	1	7
CCOCCCn1c(SCC(=O)NCc2ccc3c(c2)OCO3)nc2ccccc2c1=O	-0.51	93	-10	5	10	-6	95	0.98	1.1	10
COC(=O)[C@@]1(Cc2ccc(OC)cc2)[C@@H]2C(=CC(=O)[C@H]2CC(=O)C(=O)N2CCCC2)CN1C(=O)c1ccccc1	-1.7	106	4	2	-4	-18	99	2.4	1.2	-10
Cc1ccc(S(=O)(=O)NC2=NCCC2)cc1	x	98	-3	-3	3	-8	103	1.1	1.1	12
O=C(c1ccc2c3c(cccc13)CC2)N1CCN(c2ncccn2)CC1	x	103	-4	1	4	x	99	x	x	1
CCOC(=O)CC(=O)CSc1nc(N)c(C#N)c(-c2ccc(F)cc2)c1C#N	-0.49	101	2	0	-2	-3	100	1	1	5
CC12CCC(c3c(C(=O)N4CCOCC4)nn(-c4ccccc4)c31)C2(C)C (configuration not stated)	0.059	95	-5	29	5	1	73	1.1	1	6
O=C(O)C(Cc1c[nH]c2ccccc12)N1Cc2ccccc2C1=O (configuration not stated)	x	143*	9	-12	-9	2	110	x	1	-44
CCCC(=O)Nc1cccc(NC(=O)c2ccc3c(c2)OCCO3)c1	x	92	-27	-13	27	20	112	1.6	0.8	16
COCCN(CCOC)C(=S)Nc1cc(S(=O)(=O)N(C)C)ccc1C	4.3*	108	6	2	-6	-3	99	1.1	1	-7
CC1CCCN(S(=O)(=O)c2ccc(S(=O)(=O)N3CCC4(CC3)OCCO4)cc2)C1 (configuration not stated)	-0.19	93	5	15	-5	-4	87	1.3	1	9
COc1ccc2c(c1)C(=O)N(c1ccccc1OC)C(=O)C2	x	103	-4	2	4	-3	98	0.97	1	1

The results go on:
SMILES	ROMK mod	STAT3 act	APP 5UTR inh	STAT1 inh	APP 5'UTR act	FLuc inh counter	STAT1 act	NF-kB expr up	FLuc act counter	STAT3 inh
O=C(COC(=O)c1ccc(S(=O)(=O)N2CCCC2)cc1)NCc1ccccc1	x	99	12	0	-12	-2	100	1.3	1	7
O=C1Nc2ccc(S(=O)(=O)N3CCCC3C(=O)O)c3cccc1c23 (configuration not stated)	x	102	22	6	-22	-4	94	0.98	1	2
CCCN1C(=O)/C(=c2\sc3nc(=O)c(Cc4ccc(C)cc4)nn3c2=O)c2ccccc21	0.47	101	1	-5	-1	-10	105	1.1	1.1	1
COc1ccc(C(=O)Nc2cc(C)cc(C)c2)cc1S(=O)(=O)N1CCOCC1	x	98	-10	12	10	-4	89	0.65	1	6
Cc1cc(O)ccc1NC1=CC(=O)CC(C)(C)C1	-0.36	97	6	24	-6	0	79	1.1	1	8
COCCn1c(=S)[nH]c2cc(C(=O)NCCc3ccc(OC)c(OC)c3)ccc2c1=O	x	98	-4	1	3	-6	99	0.71	1.1	6
Cc1nc(Oc2ccc(Cl)cc2)c2oc3ccccc3c2n1	x	87	-8	-10	8	-8	109	1.3	1.1	20
COc1ccc(C(=O)Nc2cc(OC)nc(OC)n2)cc1	x	80	-140	-34	140*	76*	138*	7.2*	0.2	27
O=C(O)C1CC=CCC1C(=O)Nc1ccccc1 (configuration not stated)	1.2	94	-15	-5	15	-2	105	1.1	1	14
S=C(Nc1ccc(Nc2ccccc2)cc1)Nc1ccccn1	0.76	71	3	9	-3	0	90	1.2	1	39
N#Cc1c2c(nc(N)c1-c1ccccc1)CCCCC2	x	104	2	11	-2	-4	90	1.1	1	-1
Cc1nc2ccccn2c1C(=O)NN=C1C2CC3CC(C2)CC1C3	x	106	9	-1	-9	-5	101	0.93	1	-5
O=C(CSc1ncnc2ccccc12)NCC(=O)c1ccccc1	x	101	-9	7	9	0	92	1.1	1	1
O=c1nc(N2CCCCC2)nc(Nc2ccccc2)[nH]1	-1	100	0	6	0	0	94	0.86	1	0
Fc1ccc(-c2csc(N3CCSCC3)n2)cc1	-0.16	90	-1	-9	1	19	109	2.8	0.8	13
CCOC(=O)CC(=O)CSc1nc2c(sc(=S)n2-c2ccc(OCC)cc2)c(=O)[nH]1	-1.6	106	20	0	-20	3	100	1.3	1	2
Cc1ccc(C(=O)N2CCN(C(=O)c3ccc(C)c(C)c3)C(C)C2)cc1C (configuration not stated)	x	88	-10	-1	10	x	100	x	x	17
C=CCn1cccc(C(=O)Nc2cc(OC)cc(OC)c2)c1=O	0.6	98	9	-13	-9	2	112	1.3	1	10
Cc1ccc2c(c1)[nH]c1c(=O)n(Cc3ccccn3)cnc12	x	129	3	-14	-3	4	113	1.2	1	-28
COc1ccccc1OCC(=O)O	0.087&0.4	104&105	-10&-5	-4&-5	10&5	-8&-8	103&105	1.1&1.3	1.1&1.1	-3&-2
O=S(=O)(NCC1CCCO1)c1cccc(C(F)(F)F)c1 (configuration not stated)	x	99	5	0	-5	-6	100	1	1.1	5

Full records from above:
Results for COc1ccc(C(=O)Nc2cc(OC)nc(OC)n2)cc1 : ROMK mod = x; STAT3 act = 80; APP 5UTR inh = -140; STAT1 inh = -34; APP 5'UTR act = 140*; FLuc inh counter = 76*; STAT1 act = 138*; NF-kB expr up = 7.2*; FLuc act counter = 0.2; STAT3 inh = 27
Results for O=c1nc(N2CCCCC2)nc(Nc2ccccc2)[nH]1 : ROMK mod = -1; STAT3 act = 100; APP 5UTR inh = 0; STAT1 inh = 6; APP 5'UTR act = 0; FLuc inh counter = 0; STAT1 act = 94; NF-kB expr up = 0.86; FLuc act counter = 1; STAT3 inh = 0
